# beta cell repl: inducers of MIN6 beta-cell proliferation, primary screen, ATP luminescence, uHTS | hit rate 0.29% among 330,000 | proliferation, % at 10 µM | AID 2380, 2010 | MIN6 cells proliferation, ATPlite luminescence, 48 h; cells starved in 0.2% serum; 100% = growth in 10% serum;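 active means compounds whose signal lies at least 3.5 SD above the mean of all wells on their plate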;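 further: 0% = DMSO-treated cells in low-serum medium and 100% = 10% serum control; some compounds called inactive have numbers as strong as hits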
# mIAP inh: inhibitors of mouse IAP, primary screen, biochemical, luminescence, uHTS | inhibition, % at 10 µM | purified mouse IAP, CDP-Star luminescence, 30 min | hit rate 0.2% among 330,000;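 active means inhibition of at least 40% at 10 µM in the primary screen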;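 further: plate controls were DMSO with enzyme for no effect and no enzyme wells for full effect; values of inactives mirror those of a sister screen read the other way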
# A3G deaminase: APOBEC3G DNA deaminase inhibitors, primary screen, biochemical, fluorescence, single-stranded DNA substrate, uHTS | DNA dC->dU-editing enzyme APOBEC-3G (Homo sapiens), Q9HC16 | recombinant A3G, ssDNA deamination FAM/TAMRA fluorescence | inhibition, % at 20 µM | hit rate 0.28% among 330,000 | AID 493012, 2011;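 active means inhibition of at least 40% at 20 µM, with no more than 30% in the related APOBEC3A deaminase screen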;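 further: plate controls were DMSO wells with A3G for no effect and wells lacking A3G enzyme for full effect; some compounds called inactive have numbers as strong as hits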
# mIAP act: activators of mouse IAP, primary screen, biochemical, luminescence, uHTS. intestinal alkaline phosphatase [Mus musculus]. muIAP, CDP-Star luminescence, 30 min; active compounds read high; 1 = vehicle-only enzyme signal, 0 = enzyme-free wells. activation factor at 10 µM. hit rate 0.24% among 330,000. AID 2805, 2010;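 active means activation factor of at least 2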; further: the source names both 10 and 20 µM as test concentration; values of inactives mirror those of a sister screen read the other way
#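 Assay system: mouse IAP enzyme / Compound: DMSO-dissolved test compounds / Timing: 30 min, room temperature / Measured by: luminescence from enzymatic CDP-Star hydrolysis / Control set: DMSO-only wells, enzyme-free buffer wells as negative control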
# hIAP act: human IAP activators, primary screen, biochemical, luminescence, uHTS; activation factor at 10 µM; purified human IAP, CDP-Star luminescence, 30 min; active compounds read high; 1 = vehicle-only enzyme, 0 = enzyme-free background; hit rate 0.16% among 330,000; Intestinal-type alkaline phosphatase (Homo sapiens), P09923; AID 2524, 2010;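 active means activation factor of the enzyme at least 2-fold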; further: the source names both 10 and 20 µM as test concentration; values of inactives mirror those of a sister screen read the other way
# Target sequence (P09923 whole entry, looked up): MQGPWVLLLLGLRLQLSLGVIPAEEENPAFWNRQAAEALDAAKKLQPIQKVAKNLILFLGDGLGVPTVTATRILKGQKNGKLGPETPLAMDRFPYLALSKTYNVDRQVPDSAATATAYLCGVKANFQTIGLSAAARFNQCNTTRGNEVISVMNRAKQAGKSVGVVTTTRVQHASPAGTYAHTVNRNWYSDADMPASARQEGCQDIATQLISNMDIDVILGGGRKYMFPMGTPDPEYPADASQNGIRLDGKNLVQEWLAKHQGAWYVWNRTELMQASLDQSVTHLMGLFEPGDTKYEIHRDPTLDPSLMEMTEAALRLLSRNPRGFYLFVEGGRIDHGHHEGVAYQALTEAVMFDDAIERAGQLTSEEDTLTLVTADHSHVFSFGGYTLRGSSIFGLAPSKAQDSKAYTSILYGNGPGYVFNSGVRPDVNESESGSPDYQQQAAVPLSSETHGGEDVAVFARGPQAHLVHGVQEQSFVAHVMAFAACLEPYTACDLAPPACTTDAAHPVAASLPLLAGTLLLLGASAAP
# A3A deaminase: APOBEC3A ssDNA deaminase inhibitors, primary screen, selectivity assay for APOBEC3G inhibitor project, biochemical, FAM/TAMRA oligo cleavage fluorescence; DNA dC->dU-editing enzyme APOBEC-3A (Homo sapiens), P31941; recombinant A3A, FAM/TAMRA ssDNA deamination fluorescence; inhibition, % at 20 µM; hit rate 0.41% among 330,000;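 active means at least 40% inhibition at 20 µM here, with at most 30% in a related deaminase screen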;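 further: plate controls were A3A with DMSO for no effect and wells lacking A3A enzyme for full effect; some results filed as inactive read as strong as hits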
# Target sequence (P31941 whole entry, looked up): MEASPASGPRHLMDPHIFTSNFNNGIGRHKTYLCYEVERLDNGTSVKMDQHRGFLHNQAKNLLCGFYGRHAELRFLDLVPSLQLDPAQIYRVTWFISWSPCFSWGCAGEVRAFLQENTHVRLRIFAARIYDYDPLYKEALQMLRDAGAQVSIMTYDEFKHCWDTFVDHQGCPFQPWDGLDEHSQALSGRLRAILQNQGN
# MPTP inh: mitochondrial permeability transition pore inhibitors, primary screen, biochemical, isolated mouse mitochondria, absorbance. AID 602449, 2012. Ca2+ swelling absorbance, 30 min. inhibition, % at 10 µM. hit rate 1.4% among 360,000;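 active means inhibition of 50% or more, scaled per plate between neutral and stimulator controls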;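 further: 0% = DMSO wells given calcium and 100% = 1 mM EGTA wells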
# hIAP inh: human IAP inhibitors, primary screen, biochemical, luminescence, uHTS | purified IAP, CDP-Star luminescence, 30 min | inhibition, % at 10 µM | hit rate 0.12% among 330,000 | AID 2544, 2010;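 active means inhibition reaching a set limit with compound at 10 µM in the primary screen, cut at about 35% in these data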;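 further: plate controls were DMSO wells with enzyme for no effect and no-enzyme buffer wells for full effect; values of inactives mirror those of a sister screen read the other way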
# GRIN3A LBD mod: binders of NR3A ligand-binding domain, primary screen, biophysical, differential scanning fluorimetry, uHTS; Glutamate receptor ionotropic, NMDA 3A (GRIN3A) ligand-binding domain; NR3A LBD differential scanning fluorimetry, Tm shift; 0% = protein alone, 100% = glycine-bound protein; Tm shift relative to glycine control, % at 25 µM; hit rate 2.5% among 340,000; AID 1259313, 2017;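 active means melting temperature shift of at least 10% of the positive control shift, at one fixed dose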
# * marks the source's active call; other numbers are inactive results; . = not tested or not shown.
SMILES,beta cell repl,mIAP inh,A3G deaminase,mIAP act,hIAP act,A3A deaminase,MPTP inh,hIAP inh,GRIN3A LBD mod
c1ccc2cc(C3N4CCCN34)ccc2c1 (stereo not drawn),-1.4,5.1,3.6,0.949,1.02,1.4,-0.5,-2.3,-0.2
CC(=O)OC1(c2ccccc2)CCN(C)CC1(C)C (stereo not drawn),2.5,-6.2,-6.5,1.06,1.06,0.4,0.0,-5.6,2.3
Cc1cc(C)c2c(ccc3cccc[n+]32)c1,-3.7,4.5,-0.1,0.955,0.948,3.5,2.2,5.2,2.4
COC(=O)C1=C(c2ccccc2)C[C@@H]2CC[C@H]1N2C(=O)NCCO,-3.7,-0.9,-2.2,1.01,0.799,-2.6,0.7,20.1,0.6
O=C(Nc1ccc(Cl)cc1)N1CC2CC(C1)c1cccc(=O)n1C2 (stereo not drawn),0.6,-25.5,-0.2,1.25,1.25,2.0,59.6*,-25.1,10.7*
CSc1ncc(/C=C2/C(=O)NC(=O)N(C3CCCCC3)C2=O)cn1,-2.0,4.6,-3.6,0.954,1.44,-0.2,90.5*,-43.9,-1.7
O=C1NC(=S)NC(=O)C12C(c1ccccc1)NC(=S)NC2c1ccccc1 (stereo not drawn),-0.4,3.6,-4.5,0.964,1.02,-4.9,1.5,-1.7,0.3
CCc1ccccc1NC(=O)CN1CCN(C(=O)COc2ccccc2C#N)CC1,-1.4,-4.3,-5.0,1.04,0.98,5.5,1.8,2.0,1.1
C[N+]1(CCC(C(N)=O)(c2ccccc2)c2ccccc2)CCCCC1,1.0,3.2,-4.8,0.968,0.968,2.8,.,3.2,.
O=C(NC1(C(F)(F)F)Oc2ccc(Cl)cc2O1)N1CCC2(CC1)OCCO2 (stereo not drawn),-4.6,9.2,-5.7,0.908,0.911,-1.6,-0.5,8.9,2.4
O=C1C2(c3ccccc3)CN3CN(C2)CC1(c1ccccc1)C3,-1.9,-3.5,-5.5,1.03,0.991,-3.6,-0.2,0.9,2.4
CN1C[C@H](CO)C[C@@H]2c3cccc4[nH]cc(c34)C[C@H]21,-3.1,-0.2,-1.4,1,0.917,-2.8,1.0,8.3,3.5
CC1(C)CSC(Nc2ccc(F)c(Cl)c2)=N1,2.0,0.0,-1.8,1,0.974,-0.9,5.7,2.6,1.7
COc1ccc2c(c1OC)CN1CCc3cc4c(cc3C1C2)OCO4 (stereo not drawn),0.1,-1.6,-5.4,1.02,1.09,-1.2,0.2,-8.7,-1.4
COC(=O)C1=C(c2ccc(S(C)(=O)=O)cc2)C[C@@H]2CC[C@H]1N2C(=O)NCc1ccc(C(F)(F)F)cc1,3.5,0.8,-6.1,0.992,1.09,0.0,0.3,-8.8,1.6
O=C(c1csc2c1CCCCC2)N1CCC2(CC1)OCCO2,1.9,-13.3,-6.0,1.13,0.971,-1.8,-0.8,2.9,3.2
CC(C)c1ccc(N2C(=O)NC(=O)/C(=C\C=C\c3ccco3)C2=O)cc1,-5.6,21.4,14.7,0.786,0.952,26.9,.,4.8,-1.4
O=C(CNC(=O)OCc1ccccc1)NCC(=O)Nc1ccc(Br)cc1C(=O)c1ccccc1,-1.8,5.4,0.3,0.946,1.07,1.1,-0.7,-6.8,0.3
O=[N+]([O-])c1ccc(N2CCCC2)c(F)c1Br,-4.7,10.1,-5.3,0.899,0.936,-0.5,11.1,6.4,0.4
COc1ccc(S(=O)(=O)NC(CC(=O)N2CCC3(CC2)OCCO3)c2ccco2)cc1 (stereo not drawn),-2.5,5.4,-0.3,0.946,0.821,0.0,3.6,17.9,2.2

# A second format for 3 compounds above:
# Every second line gives: beta cell repl, mIAP inh, A3G deaminase, mIAP act, hIAP act, A3A deaminase, MPTP inh, hIAP inh, GRIN3A LBD mod
CC1(C)CSC(Nc2ccc(F)c(Cl)c2)=N1
    2.0, 0.0, -1.8, 1, 0.974, -0.9, 5.7, 2.6, 1.7
O=C(c1csc2c1CCCCC2)N1CCC2(CC1)OCCO2
    1.9, -13.3, -6.0, 1.13, 0.971, -1.8, -0.8, 2.9, 3.2
CN1C[C@H](CO)C[C@@H]2c3cccc4[nH]cc(c34)C[C@H]21
    -3.1, -0.2, -1.4, 1, 0.917, -2.8, 1.0, 8.3, 3.5

# More entries follow:
SMILES,beta cell repl,mIAP inh,A3G deaminase,mIAP act,hIAP act,A3A deaminase,MPTP inh,hIAP inh,GRIN3A LBD mod
CC(=O)Cc1ccc(OC(C)C)cc1,-2.3,3.6,1.7,0.964,1.06,2.8,2.0,-6.5,1.7
COc1ccc(-[n+]2c(-c3ccccc3)cc(-c3ccccc3)cc2-c2ccccc2)cc1,-7.7,5.7,-2.7,0.943,0.811,2.6,.,18.9,-3.4
NC(C(=O)O)c1cc(=O)[nH]o1 (stereo not drawn),2.1,-1.4,-1.9,1.01,1.28,3.5,0.0,-28.2,0.3
O=C(c1ccc2c(c1)N(Cc1ccc(F)cc1)CCS2)N1CCC2(CC1)OCCO2,3.8,3.7,-2.4,0.963,1.21,0.1,2.5,-21.4,-1.9
Cc1ccc(C(=O)NC2CC3CCC(C2)N3)cc1 (stereo not drawn),1.9,2.9,-7.7,0.971,0.938,1.7,-0.3,6.2,1.6
COc1ccc2c(c1)c(CCN)c(C)n2Cc1ccccc1,-1.8,-2.3,-2.4,1.02,0.941,-2.3,-0.3,5.9,-3.4
O=C(Nc1ccccc1)N1CC2CC(C1)c1cccc(=O)n1C2 (stereo not drawn),-0.5,-2.1,-7.9,1.02,1.15,-0.2,-2.2,-15.0,0.9
COc1cc2c(cc1OC)-c1c(OC)c(OC)c(OC)c3ccnc(c13)C2=O,-7.6,12.8,2.2,0.872,0.933,4.7,.,6.7,-7.3
CCCCCn1c(N)c(C(=O)NCc2cccs2)c2nc3ccccc3nc21,-6.0,-38.4,-0.5,1.38,0.984,1.8,.,1.6,9.5
N#CC1=C(N)Oc2cc(O)ccc2C1c1ccc2c(c1)OCO2 (stereo not drawn),-0.2,-0.5,-3.0,1,0.897,1.1,-2.1,10.3,1.1
CSC1=NP(=S)(SC)N2CCCC2=C1C#N (stereo not drawn),0.9,9.1,-1.9,0.909,1.02,3.7,2.6,-1.6,0.3
CCCCn1c(=O)c(C(=O)Nc2nnc(C(C)C)s2)c(O)c2ccccc21,-6.4,11.1,-8.1,0.889,1.01,3.3,.,-0.6,.
Cc1ccc(-c2cc(-c3ccccc3)cc(-c3ccccc3)[n+]2-c2ccccc2)cc1,-9.0,8.9,-8.9,0.911,0.972,9.0,11.3,2.8,-3.9
CCN(CC)c1ccc(N=Cc2c(O)[nH]c(=O)[nH]c2=O)cc1,-4.4,0.4,-1.7,0.996,0.939,-2.0,0.4,6.1,-1.2
CN1CCN(c2ncnc3nc[nH]c23)CC1,2.7,-0.3,-6.2,1,1.15,-3.8,-0.9,-14.9,-0.1
C=CCn1c(O)c(C(CC)=NCCN2CCN(C(=S)NC)CC2)c(=O)[nH]c1=O,0.3,7.4,-2.0,0.926,1.03,-2.9,0.7,-3.3,0.2
CCCCC/C(=N\O)c1c[nH]c2ccccc12,-2.7,-12.4,-5.1,1.12,1.11,1.8,1.6,-11.5,.
CC(C)n1c(=O)c(C=Nc2cccc([N+](=O)[O-])c2)c(O)n(CCc2ccccc2)c1=O,0.1,4.8,-11.1,0.952,0.919,0.9,4.3,8.1,-6.4
COc1ccccc1N1CCN(Cc2cnc(-c3ccccc3)[nH]2)CC1,-0.2,0.1,4.3,0.999,0.97,2.5,4.5,3.0,-1.1
CCCNC(=O)c1c(N)n(Cc2ccco2)c2nc3ccccc3nc12,-1.8,4.6,-7.2,0.954,1.13,-0.9,.,-13.0,-10.1
O=C(c1cccs1)c1cn(Cc2ccccc2Cl)c2ccccc12,-4.4,3.3,-6.3,0.967,1.09,-0.7,4.1,-9.1,-6.1
Cc1ccc(N2C(=O)NC(=O)/C(=C\c3cccn3C(C)(C)C)C2=O)cc1,4.8,-5.3,-2.4,1.05,0.983,2.6,1.6,1.7,-1.2
COC(=O)C1=C(c2cc3ccccc3o2)C[C@@H]2CC[C@H]1N2C(=O)N1CCCCC1,-3.8,7.2,-4.8,0.928,1.06,-0.9,-1.0,-6.2,1.4
O=C(CCCn1c(=O)[nH]c2cc(Cl)ccc2c1=O)N1CCC2(CC1)OCCO2,-2.1,0.6,-7.3,0.994,0.944,-6.5,1.1,5.6,-0.1
Cc1cc(/C=C2\C(=O)NC(=O)N(Cc3ccccc3)C2=O)c(C)n1-c1ccc(Cl)c(C(=O)O)c1,0.0,8.4,84.8,0.916,0.9,95.7,-8.9,10.0,-3.4
CCCNC(=O)Cn1cnc2sc(C(=O)N3CCC4(CC3)OCCO4)c(C)c2c1=O,-0.2,6.6,-5.4,0.934,0.938,-4.2,0.4,6.2,-1.4
CC(=NCCCN1CCCCC1)c1c(O)n(Cc2ccccc2)c(=O)[nH]c1=O,-0.8,2.8,-11.0,0.972,1.04,-8.5,1.0,-4.5,3.0
Nc1ccccc1C(=O)OCc1ccc([N+](=O)[O-])cc1,0.8,0.9,-10.4,0.991,0.915,-2.5,0.5,8.5,-0.8
COc1cc(/C=C2\C(=O)NC(=O)N(c3ccccc3)C2=O)cc(OC)c1OC,-4.9,-2.0,-0.2,1.02,1.06,-1.1,-5.3,-5.7,-2.3
CC12CN3CCN(C1)CC(C)(C3)C2=NO,-2.0,-12.7,-7.0,1.13,0.951,-5.5,-0.5,4.9,-0.1
C/C(O)=C(\C#N)C(=O)Nc1cc(Br)ccc1Br,0.5,8.6,2.7,0.914,0.968,1.9,0.8,3.2,-2.1
Cc1ccc(S(=O)(=O)NC(Cc2cnc[nH]2)C(=O)O)cc1 (stereo not drawn),0.0,6.6,-6.4,0.934,1.13,-2.6,0.7,-13.1,-2.9
CN1CSC(=S)N(C)C1,0.1,1.1,-9.1,0.989,1.09,-1.8,0.2,-8.9,1.2
CC(C)(C)P(=O)(N1CCOCC1)N1CCOCC1,-0.2,-10.4,-12.6,1.1,1.16,3.5,-4.1,-15.8,-0.2
CCN1c2nc3ccccn3c(=O)c2CC2(C(=O)N(C)C(=O)N(C)C2=O)C1C (stereo not drawn),-0.8,-1.9,-4.7,1.02,1.13,-1.2,1.2,-13.3,-1.6
CCCCCn1c(=O)c(C(=O)Nc2ncccc2C)c(O)c2ccccc21,-3.0,9.3,1.6,0.907,0.984,-6.7,12.4,1.6,0.1
Cc1ccc(C)c(-n2c(C)nc3ccccc3c2=O)c1,2.3,-5.3,-6.4,1.05,0.935,0.2,1.9,6.5,-1.4
O=S1(=O)CCN(CCc2c[nH]c3ccccc23)CC1,0.8,-7.6,-3.4,1.08,0.912,2.1,1.5,8.8,-1.1
COC(=O)C1=C(c2ccc(F)cc2F)C[C@@H]2CC[C@H]1N2C(=O)NCC1CC1,-0.8,-5.7,-5.5,1.06,1.01,2.6,1.3,-0.7,-0.8

# Not all compounds are listed; count on the stated rates, not on these rows.
